# p-CIP stab down = compounds decreasing mouse p/CIP protein stability; F442A p/CIP-EGFP cells, EGFP fluorescence, 16 h; decrease of EGFP signal, % at 10 µM; hit rate 0.01% among 290,000; AID 1984;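 active means EGFP signal decrease of at least 30% at 10 µM or well 3 SD below plate mean, unless failing retest; inactive means the rest, including hits failing retest or dose response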; further: some compounds called inactive have numbers as strong as hits; many of its hits are not listed in these tables
# PHOSPHO1 block = blocks human PHOSPHO1 phosphatase activity. hit rate 1.1% among 290,000. AID 1565. inhibition, % at 13.3 µM. recombinant PHOSPHO1, absorbance phosphatase assay; in the data active means inhibition above about 60%
# IDE cell activ = IDE (human) activation, cell-based; activation, % at 5.96 µM; HEK cells, FAbeta-B cleavage, fluorescence polarization; 0% vehicle, 100% cell-free pure enzyme wells; AID 493087; hit rate 0.073% among 340,000;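 active means activation above the mean of all tested compounds plus 3 SD, set per screening campaign, cut at about 17% in these data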
# Target sequence (P14735 whole entry, looked up): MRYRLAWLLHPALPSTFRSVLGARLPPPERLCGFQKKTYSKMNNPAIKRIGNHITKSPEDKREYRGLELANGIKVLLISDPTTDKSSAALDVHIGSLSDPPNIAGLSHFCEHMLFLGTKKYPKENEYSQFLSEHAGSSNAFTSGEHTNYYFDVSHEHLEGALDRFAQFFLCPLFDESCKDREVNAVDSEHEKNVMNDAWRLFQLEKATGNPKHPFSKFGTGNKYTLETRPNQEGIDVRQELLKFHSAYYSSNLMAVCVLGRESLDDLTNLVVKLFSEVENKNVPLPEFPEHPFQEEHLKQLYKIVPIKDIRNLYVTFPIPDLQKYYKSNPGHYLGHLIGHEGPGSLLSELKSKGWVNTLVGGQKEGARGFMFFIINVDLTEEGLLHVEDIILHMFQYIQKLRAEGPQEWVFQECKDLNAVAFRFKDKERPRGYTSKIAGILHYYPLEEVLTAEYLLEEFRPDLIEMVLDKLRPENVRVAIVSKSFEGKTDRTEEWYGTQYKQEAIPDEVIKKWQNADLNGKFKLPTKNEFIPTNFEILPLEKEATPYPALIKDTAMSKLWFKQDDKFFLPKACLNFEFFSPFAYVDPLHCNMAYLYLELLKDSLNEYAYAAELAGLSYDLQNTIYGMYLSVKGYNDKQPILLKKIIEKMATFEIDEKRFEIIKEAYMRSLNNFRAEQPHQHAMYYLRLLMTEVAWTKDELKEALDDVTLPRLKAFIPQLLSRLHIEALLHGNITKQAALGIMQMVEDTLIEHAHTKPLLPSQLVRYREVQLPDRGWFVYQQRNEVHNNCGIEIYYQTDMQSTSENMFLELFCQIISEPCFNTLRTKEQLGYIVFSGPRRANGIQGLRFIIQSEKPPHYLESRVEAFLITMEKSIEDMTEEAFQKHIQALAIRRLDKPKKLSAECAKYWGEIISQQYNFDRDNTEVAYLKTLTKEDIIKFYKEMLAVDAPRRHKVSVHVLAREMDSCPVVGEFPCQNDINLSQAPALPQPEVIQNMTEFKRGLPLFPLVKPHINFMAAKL
# NALP1 inh = blocks the NALP1 inflammasome reconstituted in yeast; hit rate 0.61% among 280,000; S. cerevisiae NALP1/ASC/caspase-1 growth, X-gal OD620, 72 h; inhibition, % at 10 µM; in the data active means inhibition mostly above about 24%, no sharp cut-off; inactive means mostly below about 32%; further: some compounds called inactive have numbers as strong as hits
# VIM-2 inhibitor = inhibitors of Pseudomonas aeruginosa VIM-2 metallo-beta-lactamase; purified VIM-2, nitrocefin hydrolysis, epi-absorbance fluorescence; inhibition, % at 5.6 µM; hit rate 0.89% among 290,000; AID 1527;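 active means inhibition above the mean of all tested compounds plus 3 SD, cutoff set per screening run, cut at about 7.5% in these data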;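 further: red hydrolysis product quenches plate fluorescence so inhibitors raise well fluorescence; 0% = enzyme with DMSO and 100% = DMSO without enzyme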
# M18AAP inhibitor = PfM18AAP enzyme inhibition; recombinant PfM18AAP, H-Glu-NHMec fluorogenic cleavage; inhibition, % at 7.35 µM; hit rate 1.2% among 290,000; AID 1822;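 active means inhibition above the campaign mean inhibition over all tested compounds plus 3 SD, cut at about 28% in these data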;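 further: 0% = plate median of test compound wells and 100% = 2 mM ZnCl2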
# IMP-1 inhibitor = blocks Pseudomonas aeruginosa IMP-1 metallo-beta-lactamase | hit rate 0.45% among 290,000 | inhibition, % at 5.6 µM | purified IMP-1, nitrocefin hydrolysis, epi-absorbance fluorescence;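 active means inhibition above the mean plus 3 SD of all compounds in the same screening run, cut at about 4.5% in these data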;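 further: 0% = IMP-1 with DMSO and 100% = DMSO wells lacking enzyme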
#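 Assay system: purified IMP-1; Quantity: IMP-1 0.2 nM before substrate addition; Medium: HEPES buffer pH 7.1 with ZnSO4 and Brij 35; Incubation: 15 min enzyme–compound preincubation, then 25 min nitrocefin reaction, 25 °C; Signal: fluorescence quenching readout, ex 480/em 530 nm; Controls: DMSO with and without IMP-1; Repeats: singlicate testing.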
# IDE inh = cellular human IDE inhibition; P14735; HEK cells, FAbetaB cleavage, fluorescence polarization; inhibition, % at 5.59 µM; hit rate 0.41% among 320,000;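 active means percent inhibition above the average of all tested compounds plus 3 SD, set per screening campaign, cut at about 16% in these data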;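 further: IDE supplied by intact live HEK cells; FP after avidin binding of uncleaved biotin substrate so inhibition keeps polarization high; 0% = DMSO wells and 100% = 60 µM reference IDE inhibitor Ii1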
# GPR7 antagonist = antagonists of human GPR7 (neuropeptides B/W receptor 1) | P48145 | GPR7-expressing cells, fluorescence antagonist assay | inhibition, % at 4.4 µM | hit rate 1.1% among 290,000 | AID 1861; in the data active means inhibition above about 16%, passing the limit was not always enough;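 further: cells stimulated with the agonist NPW; 0% = agonist with vehicle and 100% = vehicle without agonist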
# Numbers without * were called inactive; x = no result given.
p-CIP stab down,PHOSPHO1 block,IDE cell activ,NALP1 inh,VIM-2 inhibitor,M18AAP inhibitor,IMP-1 inhibitor,IDE inh,Compound,GPR7 antagonist
-5,31,5,-14,-0.1,6,-2.0,2,O=C(Nc1ccc(C(=O)N2CCCCC2)cc1)c1cccs1,-4
-5,20,5,11,-0.3,-7,-0.9,-3,O=C1c2ccncc2C(=O)N1Cc1cccc(Cl)c1,-10
-2,24,1,18,-1.7,7,-2.3,7,COc1ccc(OCC(=O)Nc2ccc3c(c2)nc2n3CCSC2)cc1,-12
-3,-14,-4,11,0.5,2,-2.3,1,Cc1cccc2cc(COC(=O)C(C)(C)C)c(=O)[nH]c12,-10
11,-26,-8,8,-1.9,-1,-2.1,3,CCC(CC)COC(=O)C1=C(C)NC(=O)NC1c1ccc([N+](=O)[O-])cc1 (stereo not drawn),-24
-11,17,-3,36,0.0,6,-5.5,4,O=C(Nc1ccon1)c1sc2ccccc2c1Cl,-3
-8,39,6,15,-3.3,1,-5.6,5,Cc1cc2c(cc1S(=O)(=O)NCc1ccc(Cl)cc1)OCC(=O)N2,4
4,-8,2,2,-1.1,5,-1.2,3,CCOc1ccc(NC(=O)CSc2nnc(Cn3cnc([N+](=O)[O-])n3)n2CC)cc1,2
7,-21,2,-24,-1.6,4,-4.7,6,O=C(O)/C=C\c1ccccc1Oc1cccc(Cl)c1,-5
-18,31,6,3,0.9,-2,-1.1,2,CN(Cc1ccccn1)C(=O)CC1C(=O)NCCN1Cc1cccc(Oc2ccccc2)c1 (stereo not drawn),26*
-3,41,-6,5,-0.9,-12,1.8,-2,Nc1ncc(-n2cncn2)c(-c2ccccc2)n1,-3
-6,-9,1,9,3.6,-6,-1.1,2,CCOc1ccc(NC(=S)NCCCn2ccnc2)cc1,-14
-4,18,1,16,-0.5,-1,-3.5,-3,O=C(NCc1ccccc1Cl)c1cnc2ccccc2n1,4
-4,22,0,3,-1.5,-3,-1.6,12,O=C(O)CCN1C(=O)/C(=C\c2cccc(OCC(=O)Nc3ccc(Cl)cc3)c2)SC1=S,-17
-26,-1,3,15,-3.5,3,-1.7,x,CC(C)OC(=O)c1nnn(-c2nonc2N)c1CN1CCc2ccccc2C1,2
-7,28,4,15,0.0,2,-2.1,2,NS(=O)(=O)c1ccc(-n2cccc2C=O)cc1,-11
-5,41,5,21,-2.3,-48,-6.5,-3,O=C(CN1C(=O)C2C3C=CC(C3)C2C1=O)Nc1cccc2c1CCCC2 (stereo not drawn),-4
-9,11,4,-9,0.9,6,-2.4,2,CCOC(=O)c1cccc(S(=O)(=O)N2CCOCC2)c1,13
-6,-3,-1,14,0.2,-10,-1.6,3,Cc1ccc(OCCOCCN2CCCCC2)c([N+](=O)[O-])c1,2
2,32,x,13,1.2,-9,-4.8,1,O=C1NN(c2ccc(F)cc2)C(=O)/C1=C\c1cnn(-c2ccccc2)c1,2
10,-23,3,19,-0.8,6,1.4,1,CCOC(=O)C1C(c2cccs2)NC(=O)NC1(O)C(F)(F)F (stereo not drawn),-8
-9,17,5,11,-5.2,-23,-3.7,3,CC(C)C(=O)Nc1nnc(Sc2ccc(N(C)C)cc2)s1,-1
4,7,5,12,-1.0,-1,0.8,5,Cc1ccccc1CNS(=O)(=O)c1ccc2c(c1)C(C)(C)C(=O)N2C,4
10,16,-4,14,-4.6,-7,-3.2,4,COc1cccc(NC(=O)CSCC(=O)Nc2ccccc2)c1,-2
9,11,0,8,-0.8,13,-1.4,7,Cc1nn(C(C)C(=O)NC2C(=O)N3C(C(=O)O)=C(CSc4nnnn4C)CSC23)cc1Cl (stereo not drawn),11
-9,-3,3,4,x,x,x,2,CCCn1nc(NC(=O)c2ccco2)c2cc3ccc(C)cc3nc21,x
0,-126,5,-2,9.5*,5,-2.1,-4,Cc1cccn2c(=O)c(C(=O)NCCCN3CCCCC3C)c(O)nc12 (stereo not drawn),-13
9,35,-1,18,-2.3,-5,-3.7,1,COc1ccccc1NC(=O)CSc1nnc(Cc2cccn2C)n1CCc1ccccc1,2
4,3,4,9,-2.9,-16,-2.6,-1,NC(=O)SC/C(=N\S(=O)(=O)c1ccccc1)Nc1ccccc1,-2
-2,16,4,14,-1.0,-15,-6.8,2,CCOc1ccc(NC(=O)CN(C)c2ccc(S(=O)(=O)N(C(C)C)C(C)C)cn2)cc1OCC,-4
-1,19,-7,14,0.6,3,-1.7,-1,CCc1ccc(NC(=O)CCc2ccc(CC)o2)cc1,4
-2,52,-1,17,-0.8,-2,-1.8,-4,Cc1ccc(NC(=O)/C(=C/c2cccc([N+](=O)[O-])c2)NC(=O)C2CCCCC2)c(C)c1,-7
-16,31,2,8,0.2,-4,1.2,3,COc1ccc(NC(=O)c2cccc(-c3ccc(O)cc3)c2)cn1,3
-2,33,1,17,-3.8,-4,-2.6,-2,O=C(Nc1cccc(NC(=O)C2CCCO2)c1)C1CCCO1 (stereo not drawn),-3
-3,19,5,-7,-0.2,-11,-3.0,2,CCn1c(COc2ccccc2)nnc1SCC(=O)NCc1ccco1,3
-10,14,5,13,-1.8,-9,-2.3,0,COc1ccc(N2CCN(C(=O)C3CCN(S(=O)(=O)c4ccc5c(c4)oc(=O)n5C)CC3)CC2)cc1,9
11,-24,1,-5,-0.2,1,-0.3,4,O=C(Nc1c(F)cc(F)cc1Br)c1cc(-c2ccccc2)on1,-6
26,53,0,6,-1.4,4,-2.4,5,CCCCC(=O)Nc1cc(Cl)ccc1C(=O)O,-10
-10,10,-1,16,-0.2,6,-0.2,1,NC(=O)c1c(NC(=O)c2ccc(F)cc2)sc2c1CCC2,-14
5,26,6,8,-0.8,0,-1.2,x,O=C(CNC(=O)c1ccc(Br)cc1)NCC(=O)OCC(=O)c1ccc(F)cc1,-3
-6,21,7,-22,-2.8,-3,-3.2,1,C/C(=N\NC(=O)COc1ccccc1-c1ccccc1)c1ccccn1,8
1,-22,0,20,-1.7,-8,-2.5,1,CNC(=S)Nc1cccc(C(=O)O)c1,-12
0,38,2,-8,-4.6,3,-2.5,3,Cc1[nH]c2ccc(F)cc2c1CCN(Cc1cccnc1)C(=S)NC(C)(C)C,-5
4,4,4,9,1.2,-3,-1.4,-3,Cc1ccc(C(=O)N2Cc3ccccc3CC2C(=O)O)cc1 (stereo not drawn),3
1,47,-3,12,-2.8,2,-1.9,5,COc1ccc(SCCc2nnc(-c3ccccc3)o2)cc1,-8
2,-18,-2,30,-2.2,-1,-2.5,-2,O=C(CO/N=C/c1cccc([N+](=O)[O-])c1)NC1CCCCC1,-6
4,-21,x,1,-0.8,1,-3.2,2,O=C1CC(C(=O)Nc2ccc(Br)cc2)C2(CCCC2)O1 (stereo not drawn),-7
-19,18,1,16,-1.1,-13,-0.2,3,COc1ccccc1NC(=O)COC(=O)CC(C)(C)CC1=NS(=O)(=O)c2ccccc2N1,-7
-5,6,3,9,-1.7,-1,-1.2,0,CCCCn1c(N)c(N(CC)C(=O)CSCc2c(C)noc2C)c(=O)[nH]c1=O,-23
-4,-19,5,16,-1.5,9,-2.9,-1,CC(C)(C)OC(=O)[C@H](Cc1ccccc1)NC(=O)c1nc[nH]c1C(=O)N1CCc2ccccc2C1,-2
3,14,0,26,-0.2,10,2.0,-1,CCN(CC)CC(=O)Nc1c2c(nc3ccccc13)N(C)CC2,-10
8,-3,4,-6,-0.9,0,-3.3,1,Cc1ccc(NC(=O)CN2C(=O)CN(C)C2=O)cc1S(=O)(=O)N1CCCCC1,-13
1,32,1,-1,-1.5,-1,-2.5,7,COc1cccc(C(=O)OCC(=O)NC(=O)NC2CCCC2)c1O,2
-1,-20,1,7,4.3,2,1.3,-3,O=C(O)CCCC(=O)Nc1ccccc1C(=O)N1CCOCC1,17
5,9,0,-13,0.4,2,0.1,4,CC1CCCCC1NC(=O)CO/N=C/c1ccccc1OC(F)F (stereo not drawn),-2
-7,35,5,2,x,x,x,4,COc1ccc(-c2ccc([C@H]3[C@@H]4C=CCC[C@@]4(C)C(=O)N3Cc3ccccc3)c(F)c2)cc1,x
-5,26,4,-8,-1.8,-1,-1.4,0,CCC(NC(=S)NCc1ccc(F)cc1)c1ccc(C(C)C)cc1 (stereo not drawn),10
